# Screens from PubChem BioAssay.
# FadD28 binding: M. tuberculosis FadD28 bisubstrate binding inhibition; 360,000 tested, 0.22% active; inhibition, % at 12.5 µM; FadD28 bisubstrate probe binding, fluorescence polarization; in the data active = inhibition above about 8.5%, passing the limit was not always enough; inconclusive = no clear call, values can overlap the other calls
# FBA Mtb inh: Mtb fructose-bisphosphate aldolase inhibition. purified M. tuberculosis FBA, fluorescence read-out. AID 588726. P9WQA3. 360,000 tested, 2.3% active. inhibition, % at 1 µM; in the data active = inhibition above about 27%;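 note: 0% = vehicle and 100% = reference inhibitor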
# Mtb BioA inh: BioA (M. tuberculosis) enzyme inhibition; inhibition, % at 9.99 µM; purified M. tuberculosis BioA enzyme, plate reader; 360,000 tested, 0.096% active; in the data active = inhibition above about 40%; inconclusive = no clear call, values can overlap the other calls
# VHR inh abs: DUSP3 (human) phosphatase inhibition | P51452 | recombinant VHR phosphatase, pNPP absorbance | inhibition, % at 13.3 µM | 290,000 tested, 0.52% active | AID 1654; in the data active = inhibition above about 50%; note: some compounds called inactive have numbers as strong as hits
# Target sequence (P51452 whole entry, looked up): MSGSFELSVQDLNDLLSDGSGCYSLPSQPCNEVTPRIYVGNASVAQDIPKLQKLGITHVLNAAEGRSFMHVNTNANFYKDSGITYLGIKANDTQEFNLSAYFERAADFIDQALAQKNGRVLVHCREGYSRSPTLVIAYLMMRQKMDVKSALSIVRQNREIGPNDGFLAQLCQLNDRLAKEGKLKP
# CCHF vOTU inh: blocks the CCHF virus ovarian tumor domain protease. CCHFV vOTU protease, Pep-AMC fluorescence. inhibition, % at 11.5 µM. 370,000 tested, 0.55% active. AID 651958; note: 0% = vehicle wells with enzyme and 100% = no enzyme wells
# Rv3671c inh: Rv3671c (M. tuberculosis) protease inhibition | 320,000 tested, 0.048% active | inhibition, % at 5.96 µM | P9WHR9; in the data active = inhibition above about 38%;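 note: extracellular domain of Rv3671c used as enzyme; 0% = enzyme with DMSO and 100% = no enzyme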
# Target sequence (P9WHR9 whole entry, looked up, the tested form may be a part): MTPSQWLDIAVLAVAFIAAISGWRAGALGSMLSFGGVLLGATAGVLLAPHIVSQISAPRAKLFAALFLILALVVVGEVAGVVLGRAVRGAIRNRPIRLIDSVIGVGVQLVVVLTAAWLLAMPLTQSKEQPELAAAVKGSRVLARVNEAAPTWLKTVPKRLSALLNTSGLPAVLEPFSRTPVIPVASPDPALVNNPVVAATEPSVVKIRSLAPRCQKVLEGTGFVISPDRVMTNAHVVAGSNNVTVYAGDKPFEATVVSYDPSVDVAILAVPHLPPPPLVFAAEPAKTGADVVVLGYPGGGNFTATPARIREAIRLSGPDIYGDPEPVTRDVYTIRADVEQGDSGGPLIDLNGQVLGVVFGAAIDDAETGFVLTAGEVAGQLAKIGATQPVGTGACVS
# MazF activator: MazEF (E. coli) toxin RNase activation | P0AE70 | FAM/BHQ RNA-DNA oligo cleavage fluorescence, 5 h | activation, % at 20 µM | 350,000 tested, 0.32% active; in the data active = activation above about 50%
# Target sequence (P0AE70 whole entry, looked up): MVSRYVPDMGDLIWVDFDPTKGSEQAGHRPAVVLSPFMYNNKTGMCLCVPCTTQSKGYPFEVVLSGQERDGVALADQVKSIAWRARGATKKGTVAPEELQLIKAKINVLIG
# GDH-TPI inh: inhibits GDH-TPI coupling enzymes, artifact for Mtb FBA screen; GDH-TPI coupled enzyme counterscreen, NADH absorbance; inhibition, % at 4.8 µM; 360,000 tested, 1.2% active;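 note: 0% = DMSO wells and 100% = wells lacking the enzyme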
# UGM FP inh: inhibitors of M. tuberculosis UDP-galactopyranose mutase; P9WIQ1; purified UGM, fluorescence polarization probe displacement; inhibition, % at 10 µM; 320,000 tested, 0.06% active; AID 504406; in the data active = inhibition above about 10%, passing the limit was not always enough; inconclusive = no clear call, values can overlap the other calls
# Target sequence (P9WIQ1 whole entry, looked up): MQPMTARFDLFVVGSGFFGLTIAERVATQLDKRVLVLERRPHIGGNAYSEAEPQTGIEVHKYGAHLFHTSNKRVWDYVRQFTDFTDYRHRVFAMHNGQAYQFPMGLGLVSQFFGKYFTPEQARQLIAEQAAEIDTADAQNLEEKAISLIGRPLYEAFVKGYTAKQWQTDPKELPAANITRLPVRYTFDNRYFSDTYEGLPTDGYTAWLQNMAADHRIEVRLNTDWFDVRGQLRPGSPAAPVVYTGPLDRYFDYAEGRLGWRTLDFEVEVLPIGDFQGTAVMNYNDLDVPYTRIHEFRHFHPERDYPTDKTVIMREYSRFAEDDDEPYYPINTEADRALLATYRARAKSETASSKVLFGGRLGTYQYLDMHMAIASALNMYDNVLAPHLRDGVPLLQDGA
# BoNT F protease: blocks Botulinum neurotoxin F light chain protease; Multiplex microsphere protease cleavage assay, flow cytometry; inhibition, % at 10 µM; 360,000 tested, 0.22% active; AID 588497; in the data active = inhibition above about 35%, passing the limit was not always enough; inconclusive = no clear call, values can overlap the other calls; note: plate controls were buffer without enzyme for full effect and enzyme alone for no effect
# Numbers without * were called inactive; ? = inconclusive; . = no result given; + = active, no number. Cut-off read from the data, not from the text of the source, unless noted: active = inhibition above about 30%; inactive = the rest.
# Value order: VHR inh abs, Mtb BioA inh, Rv3671c inh, UGM FP inh, FadD28 binding, BoNT F protease, FBA Mtb inh, MazF activator, CCHF vOTU inh, GDH-TPI inh
COc1ccc(CN(C)C(C)C(=O)Nc2ccc(S(=O)(=O)N3CCOCC3)cc2)c(OC)c1 (stereo not drawn)
    12, ., 0, 0.6, -1.8, -5, 4, 1, 15, 4
O=C(Cc1ccc2cccnc2c1)c1ccc(O)cc1O
    4, 1.2, -4, -1.8, -2.1, -6, -3, -1, 48*, 52*
CCCCN1C(=O)C(CC(=O)NC2CCCCC2)CC(C(=O)N2CCOCC2)=C1C (stereo not drawn)
    ., -2.4, ., ., -2.9, -3, -4, ., -2, .
COc1cc2c(cc1OC)CN(C(=O)c1ccc(S(=O)(=O)N3CCCCC3)cc1)CC2
    0, 4.4, -4, -0.2, 1.0, -5, -5, 4, 1, 7
Nc1c(N(Cc2ccco2)C(=O)COc2ccccc2F)c(=O)[nH]c(=O)n1Cc1ccccc1
    ., -0.4, 3, -2.8, -0.2, 1, 5, -9, 22, 2
CN1CCC(=NNC(=O)c2cc(-c3ccc(Cl)cc3)n[nH]2)CC1
    13, -1.3, -1, -1.1, -5.0, -3, 0, 5, 4, 2
CCn1c(SC)nnc1-c1ccc(S(=O)(=O)N2CCCCC2)cc1
    ., ., -1, -2.0, -2.9, 7, 28*, 4, 4, 10
CCCCn1cnc2c(cnn2-c2ccc(Cl)cc2)c1=O
    -5, -1.0, 2, -0.3, -2.7, -10, -3, -1, -4, -2
O=c1oc2cc(O)ccc2cc1-c1ccccc1
    20, 0.4, -7, 0.1, -1.7, 7, +, 4, -388, 12
CCCOc1ccc(C(F)(F)F)cc1NS(=O)(=O)c1ccc(Cl)nc1
    ., -1.3, ., ., -1.8, 8, 0, 0, 28, -2
C/C(=N\NC(=O)Cc1cccn1C)c1ccc2ccccc2c1
    0, 3.2, 2, 0.3, -1.6, 0, 6, 4, 3, 5
COc1cccc2cc(C(=O)CS(=O)(=O)c3ccc(Cl)cc3)c(=O)oc12
    -23, -1.8, -1, -1.8, -0.7, -3, 2, 4, 10, 7
Cc1nn(C)c(C)c1S(=O)(=O)N1CCC(C(=O)NC2CCCc3ccccc32)CC1 (stereo not drawn)
    -9, 0.6, 0, -0.8, -1.9, -5, -1, -3, -5, -4
CCOc1nc(-c2ccccc2)ccc1-c1noc(COC)n1
    4, 0.7, -1, 0.9, -2.5, -22, 0, -7, 15, 16
CCC(=O)Nc1ccc(C(=O)COC(=O)c2nc3nccc(C)n3n2)cc1
    ., -2.2, -13, 0.5, -4.5, 4, 0, 2, 20, 0
COC(=O)C1C(=O)C2=C(CC1C)NC(=O)CC2c1ccccc1 (stereo not drawn)
    1, 0.4, 4, -2.3, -0.9, -5, 0, -4, 6, 7
O=C(O)Cc1sc(NC2CCCCC2)nc1-c1ccc(Cl)cc1
    1, 0.1, -13, 4.5, -4.2, 11, 2, 2, 12, -1
C=CCc1ccccc1OCC(CN1CCCCC1)OC(C)=O (stereo not drawn)
    27, 0.0, -1, 2.3, 2.6, -3, 0, -1, -11, 1
CCCCC(NS(=O)(=O)c1ccc(C)cc1)C(=O)Oc1ccc2c3c(c(=O)oc2c1)CCC3 (stereo not drawn)
    1, -0.9, -4, -0.5, 0.7, -8, 62*, -1, -28, 1
CCOCCCNC(=O)C(c1ccc(Cl)cc1)N(Cc1cccs1)C(=O)c1ccccn1 (stereo not drawn)
    -6, ., 8, -1.2, -0.9, 0, 1, 8, -2, 4

# Three structures already listed, arranged by SMILES length, rising.
# Value order: VHR inh abs, Mtb BioA inh, Rv3671c inh, UGM FP inh, FadD28 binding, BoNT F protease, FBA Mtb inh, MazF activator, CCHF vOTU inh, GDH-TPI inh
COC(=O)C1C(=O)C2=C(CC1C)NC(=O)CC2c1ccccc1 (stereo not drawn)
    1, 0.4, 4, -2.3, -0.9, -5, 0, -4, 6, 7
CCOCCCNC(=O)C(c1ccc(Cl)cc1)N(Cc1cccs1)C(=O)c1ccccn1 (stereo not drawn)
    -6, ., 8, -1.2, -0.9, 0, 1, 8, -2, 4
COc1cc2c(cc1OC)CN(C(=O)c1ccc(S(=O)(=O)N3CCCCC3)cc1)CC2
    0, 4.4, -4, -0.2, 1.0, -5, -5, 4, 1, 7

# The list continues:
# Value order: VHR inh abs, Mtb BioA inh, Rv3671c inh, UGM FP inh, FadD28 binding, BoNT F protease, FBA Mtb inh, MazF activator, CCHF vOTU inh, GDH-TPI inh
CCCN(CCC)Cc1cc2ccccc2c2c1COC2
    47, -0.5, -7, -1.5, -0.1, -4, -1, -11, -3, 18
O=C(Nc1ccccn1)c1ccc(COc2ccccc2Cl)o1
    18, 2.0, -13, 0.1, -2.1, -4, -1, 0, 3, -1
Cc1ccc(CCN2CC(C(=O)NCCCN3CCCCCC3)CC2=O)cc1 (stereo not drawn)
    34, ., -9, -1.3, -3.6, -3, -2, -11, -6, -9
CC(C)C(=O)N1CCC1(C)C(=O)Nc1ccccc1OC(F)F (stereo not drawn)
    ., -0.8, ., ., -1.9, -8, 0, ., 12, 0
COc1cc(C(O)P(=O)(OCCC(C)C)c2ccc(N(C)C)cc2)cc(OC)c1OC (stereo not drawn)
    -19, 1.3, 2, 2.0, -1.2, -16, 3, 9, -5, 2
O=S(=O)(Nc1cccc2ccccc12)c1cccc2nonc12
    6, 1.2, 5, 1.5, -2.1, ., 0, 4, -8, -9
O=C(Cn1nnc2ccccc2c1=O)N[C@H](C(=O)O)c1ccccc1
    2, ., -8, -1.6, -0.7, 2, -3, 12, -3, 6
COc1ccc2oc(C(=O)OCC(=O)NCCN3C(=O)CSC3=O)c(C)c2c1
    38, ., -4, 1.1, -1.9, -6, 25, -3, -18, -3
COc1ccc(CNC(=O)c2noc3c2CCCC3)cc1
    -4, 0.0, 0, -1.7, -1.1, -8, -1, -3, 2, -2
Cc1onc(-c2c(F)cccc2Cl)c1C(=O)OCC(=O)Nc1c(C)n(C)n(-c2ccccc2)c1=O
    -12, 1.2, -2, 0.3, -6.4, -4, 0, -13, 7, 2
COc1ccc(CNC(=O)C(NC(C)=O)C(C)C)cc1OC (stereo not drawn)
    18, 0.0, 8, -1.4, -3.6, -1, 2, -2, -12, -11
Cc1cc(=O)oc2cc(OCC(=O)Nc3nccs3)ccc12
    20, 1.3, -7, -2.7, -0.5, 1, 14, 2, -1, 21
O=C(Nc1ccc(O)cc1)/C(=C\c1cccs1)NC(=O)c1ccccc1
    10, ., -2, -0.9, -1.3, -5, 0, 9, 3, 24
O=C(CCCC(=O)Nc1ccccc1Br)N/N=C/c1c(F)cccc1Cl
    26, -1.1, 3, 2.6, -1.4, -3, 4, 1, 7, 2
O=C(CSc1nnc(COc2ccccc2)n1-c1ccccc1)c1ccccc1
    7, ., 1, 5.3, -3.4, 4, 6, 5, 8, 9
O=C1NC(c2cc3c(cc2Cl)OCO3)Oc2ccccc21 (stereo not drawn)
    9, 0.1, 0, 3.4, -2.2, -2, 1, -1, -7, 6
Cc1cccc(NC(=O)CN2C(=O)N/C(=C\c3ccc(-c4cccc(C(=O)O)c4)o3)C2=O)c1
    29, ., -3, 2.9, 43*, -9, 34*, 3, 12, 18
COc1ccc(N2CCN(C(=O)CNC(=O)c3cn(-c4ccccc4OC)c(=O)c4ccccc34)CC2)cc1
    5, ., 13, -3.5, -1.4, 0, 8, -3, -4, 13
O=C(O)c1ccccc1-c1ccccc1C(=O)Nc1ccc2c(c1)oc(=O)c1ccccc12
    ., -0.2, ., ., -24, -7, 34*, -5, -9, 30
CCCc1nc2ccccc2n1CCOc1ccccc1
    32, -1.7, 0, -1.3, 1.5, 12, -2, 2, -10, -1
Cc1cccc(C(=O)NCCNC(=O)c2cccc(C)c2)c1
    -3, -4.6, 2, -3.7, -1.4, 4, 4, -11, -5, 12
Cn1c2c(c(=O)n(C)c1=O)CN(Cc1ccc(F)cc1)CN2
    26, -1.0, -9, 2.1, -1.2, -5, 2, 2, 18, 6
Cc1ccc(S(=O)(=O)NC(C)C(=O)NC2CCCCCC2)cc1 (stereo not drawn)
    28, -0.7, 3, 2.1, -1.4, -14, -2, -5, 6, 15
Cn1c(NCc2cccnc2)nc2c1c(=O)n(Cc1ccccc1F)c(=O)n2C
    -9, 3.9, -9, -2.8, -3.1, -2, -1, 1, 9, -9
COc1ccc([N+](=O)[O-])cc1N(CC(O)CN1C(=O)NC(C)(C)C1=O)S(=O)(=O)c1ccc(C)cc1 (stereo not drawn)
    ., 0.0, ., ., -0.2, -3, -2, -1, 13, 10
Cc1ccc(NC(=O)CSCC(=O)NCCc2ccccc2)c(C)c1
    ., -0.7, -3, 1.7, -1.5, 5, 0, 4, 3, 3
Cc1cc(C(=O)COc2ccc(-c3nnco3)cc2)c(C)n1Cc1ccccc1
    17, 27, -13, -1.1, -4.7, ?, -2, 4, 19, 9
Cc1cc(C)cc(-n2ncc3c2CCCC3NC(=O)c2cc(C)oc2C)c1 (stereo not drawn)
    5, -0.8, -2, -0.5, -1.5, 2, 0, 0, 0, -3
COc1ccc(/C=N\N=C2/SC(CC(=O)O)C(=O)N2c2ccc(O)cc2)cc1OC (stereo not drawn)
    16, ., -2, 0.7, -1.2, 8, 0, 4, 9, 44*
c1ccc(Cn2nnnc2C(c2cccs2)N2CCSCC2)cc1 (stereo not drawn)
    26, 0.3, 5, -0.2, -5.3, 2, -1, -6, 9, 6
Cc1cc([N+](=O)[O-])ccc1NC(=O)CCC(=O)N1CCCCCC1
    2, -1.9, -6, -7.2, 0.1, -4, -2, -5, -5, 7
CCc1ccc(-c2cc(C)no2)cc1S(=O)(=O)N1CCN(c2cc(C)ccc2C)CC1
    15, -1.8, -7, -0.1, 0.7, 4, 0, -13, 0, 2
CCCCn1c(N)c(N(CC)C(=O)C2CCC2)c(=O)[nH]c1=O
    ., -0.4, 6, 3.3, 1.4, -1, 6, -9, 11, 9
N#Cc1ccccc1S(=O)(=O)N1CCN(C(=O)CN2CCCSc3ccccc32)CC1
    ., 1.4, 4, 1.2, -3.3, -4, -2, -1, -7, 6
O=C(COC(=O)c1ccccc1)Nc1cccc(S(=O)(=O)N2CCCCC2)c1
    ., -0.6, ., ., -3.1, -3, -1, -4, 0, -1
CCc1ccc2c(c1)C(c1ccc([N+](=O)[O-])cc1)=NNC(c1ccc(Br)cc1)=N2
    2, ., -10, 52*, -3.0, 0, -4, 12, 8, 1
Cc1ccc(NC(=O)COC(=O)c2cccc(N3C(=O)c4ccccc4C3=O)c2)cc1
    -4, -1.1, -10, 0.4, -3.9, -7, 1, 1, -5, 5
COC(=O)CSc1nnc(C)c(=O)[nH]1
    -2, -1.5, -2, 3.0, -3.1, 5, 5, 13, 11, 7
CC1=N/C(=C\c2ccc([N+](=O)[O-])cc2)C(=O)N1c1ccc(Cl)cc1
    6, -0.2, -12, 1.5, -3.5, 6, -2, -6, 11, 27
C=C[C@]1(C)C=C2C(=O)[C@@]3(O)OC(=O)[C@@]4(CCCC(C)(C)[C@H]34)[C@@]2(O)CC1
    ., 13, ., ., -5.2, 0, 1, ., 2, .
COc1ccc(CCNC(=O)CSc2nc3ccsc3c(=O)n2Cc2ccccn2)cc1OC
    ., 4.5, ., ., -4.1, -1, -4, 5, -14, -4
Cc1ccc(C(=O)N2CC(=O)Nc3ccc(F)cc3C2c2ccc(F)cc2)cc1 (stereo not drawn)
    20, 0.4, -1, 2.1, -0.9, -8, -1, 4, -5, -6
O=C(C[C@@H]1C/C=C\C[C@@H](Cc2ccc(F)cc2)C(=O)OCCNC1=O)NCCO
    ., -0.8, -3, -2.1, 0.3, 1, 1, 11, -2, -6
CN1CCN(C(=O)C2=C[C@H](c3coc4ccccc4c3=O)C[C@H](OCc3ccc(CO)cc3)O2)CC1
    21, 2.5, -2, -0.1, -4.1, 5, -1, 4, 3, -8
COc1ccc(C(=O)Nn2c(C)nc3ccccc3c2=O)cc1[N+](=O)[O-]
    42, ., 2, 2.6, 0.5, -20, -3, 11, -12, 1
Cc1oc2cc(O)ccc2c(=O)c1N1C(=O)c2ccccc2C1=O
    -9, 0.6, 5, 0.2, -1.1, -1, 10, 0, -6, 28
O=C(Nc1nccs1)C1CCN(S(=O)(=O)c2ccc3c(c2)OCCCO3)CC1
    10, 1.7, -10, 1.8, 2.0, -9, 8, 3, -10, 1

# The order is random. Share with any hit: about 4.9%.
